# Source: PubChem BioAssay (several laboratories)
# STK33 kinase inh – inhibitors of human STK33 kinase; 320,000 compounds, 0.073% hits; AID 2661; Q9BYT3; purified STK33, MBP phosphorylation, ADP-Glo luminescence; inhibition, % at 10 µM;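 active = inhibition at or above 25%, using the most active replicate where run in duplicate; inactive = inhibition below 25%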
# Target sequence (Q9BYT3 whole entry, looked up): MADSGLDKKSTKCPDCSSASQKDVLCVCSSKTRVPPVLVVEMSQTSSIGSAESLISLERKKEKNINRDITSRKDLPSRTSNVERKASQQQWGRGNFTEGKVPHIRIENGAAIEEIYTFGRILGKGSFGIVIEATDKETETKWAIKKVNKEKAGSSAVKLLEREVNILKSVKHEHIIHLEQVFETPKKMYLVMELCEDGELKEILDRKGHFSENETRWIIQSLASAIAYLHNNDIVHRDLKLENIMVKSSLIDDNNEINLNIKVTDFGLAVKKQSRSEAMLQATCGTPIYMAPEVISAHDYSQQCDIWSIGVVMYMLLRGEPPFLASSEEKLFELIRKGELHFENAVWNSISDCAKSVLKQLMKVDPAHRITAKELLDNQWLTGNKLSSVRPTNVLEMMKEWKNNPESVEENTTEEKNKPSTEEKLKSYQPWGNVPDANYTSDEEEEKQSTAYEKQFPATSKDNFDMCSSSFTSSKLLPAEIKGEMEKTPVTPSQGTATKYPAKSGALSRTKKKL
# Kir21 block – blocks the mouse Kir2.1 inward-rectifier potassium channel | P35561 | HEK293-Kir2.1, FluxOR thallium flux fluorescence; active compounds read low | B-score at 10 µM | 310,000 compounds, 0.85% hits | AID 1672;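 active = fluorescence ratio B-score at or below minus 3 SD of library scores, with starting-brightness B-score within 2 SD, cut at about -4.2 in these data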;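 also: channel flux triggered by added potassium and thallium sulfate stimulus; B-score of peak minus minimum fluorescence over baseline after thallium stimulus; more negative B-score means stronger Kir2.1 block with less thallium influx; some compounds called inactive have numbers as strong as hits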
# Target sequence (P35561 whole entry, looked up): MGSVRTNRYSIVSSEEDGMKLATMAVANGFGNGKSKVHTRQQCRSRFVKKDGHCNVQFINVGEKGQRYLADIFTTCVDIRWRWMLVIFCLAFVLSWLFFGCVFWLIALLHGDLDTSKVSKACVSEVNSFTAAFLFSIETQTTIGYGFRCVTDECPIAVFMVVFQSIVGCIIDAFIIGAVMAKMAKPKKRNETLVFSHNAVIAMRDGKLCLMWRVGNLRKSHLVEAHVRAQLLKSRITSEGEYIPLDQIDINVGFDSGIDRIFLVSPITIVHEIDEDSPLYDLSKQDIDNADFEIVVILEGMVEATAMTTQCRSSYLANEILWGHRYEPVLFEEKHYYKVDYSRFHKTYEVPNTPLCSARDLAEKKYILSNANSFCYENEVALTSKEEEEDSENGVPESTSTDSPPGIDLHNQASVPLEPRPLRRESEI
# KCNQ2 block – KCNQ2 channel blockers in CHO-K1 cells – cell-based, FluxOR thallium flux, B-score, primary screen (AID 2156); O88943; 20 min; active compounds read low; B-score at 10 µM; 310,000 compounds, 1.1% hits;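 active = fluorescence ratio B-score at most minus 3 library SDs, with starting brightness B-score within 2 library SDs, cut at about -5.5 in these data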
# Starred values were filed as active, the others as inactive; i = inactive; · = not tested or not shown; & = joins results of further samples.
# Fields – KCNQ2 block, Kir21 block, STK33 kinase inh
> CCOC(=O)C1=C(COC(=O)c2cccc(Cl)c2)NC(=O)NC1C (stereo not given)
  i, -0.63, -0.7
> COc1ccc(C(C(=O)NC2CCCC2)N(CC2CCCO2)C(=O)Cc2cccs2)cc1OC (stereo not given)
  i, -0.3, -0.5
> Cc1cccc(C(=O)NC(=S)NC(C)c2ccccc2)c1 (stereo not given)
  i, -1.4, -1.2
> C(=NC12CN3CN(CN(C3)C1)C2)c1ccc2c(c1)OCO2
  i, 0.76, -0.3
> O=C(NCCS(=O)(=O)N1CCN(c2ccccc2)CC1)c1ccccc1F
  i, 1.2, 0.6
> Cc1cccc(C)c1OCc1cc(C(=O)N(Cc2c(C)nn(C)c2C)C2CC2)no1
  i, -1.4, 0.0
> CC/C(=C/c1sc2ccc(C)cc2[n+]1CCCS(=O)(=O)[O-])SC
  i, -0.51, -0.7
> CCN(CC)CCCNc1nc(CN2CCOCC2)nc2sc3c(c12)CCC3
  i, 2.8, 0.4
> O=C(O)c1cccc(-n2cccc2/C=N/O)c1
  i, 1.3, -1.3
> COC(=O)Cc1csc(NCc2ccccc2)n1
  i, -1.8, -0.8
> COc1cccc(OCC(O)CN2CCN(c3ccccc3)CC2)c1 (stereo not given)
  i, 0.3&1.9, 0.3&-0.1
> NC(=O)c1ccsc1NC(=O)c1coc2ccccc2c1=O
  i, 0.06, -0.7
> CCOc1ccc(OCC)c(S(=O)(=O)NCc2ccc3c(c2)OCO3)c1
  i, -0.42, -0.1
> Cc1ccc(Cl)cc1N1CCN(C(=O)c2cccc3c(=O)c(C)c(-c4ccccc4)oc23)CC1
  i, -1.4, ·
> COc1ccc(-c2c(C#N)c(N)nc3sc(C(=O)c4ccccc4)c(N)c23)cc1
  i, -0.73, -2.2
> O=C(O)C(Cc1c[nH]c2ccccc12)NS(=O)(=O)c1ccc(Br)cc1 (stereo not given)
  i, 0.07, -0.7
> O=C(NCc1n[nH]c(=S)n1-c1ccc(F)cc1)c1ccc(S(=O)(=O)N2CCCC2)cc1
  i, -0.02, -1.6
> COc1ccc(C)cc1-n1ccn(CC(=O)Nc2ccc(Br)cc2F)c(=O)c1=O
  i, -0.68, -0.5
> O=C(Nc1ccccc1)Nc1ccc(F)cc1F
  i, -0.73, ·
> CCc1ccc(OCC(=O)Nc2ncc3c(n2)CC(C)(C)CC3=O)cc1
  i, -0.03, 0.1
> CCCn1cc(S(=O)(=O)c2ccccc2)c(=O)c2cc(OCC)ccc21
  i, 0.69, 0.6
> CCC(=O)c1ccc(OCC(O)CN(CCc2ccccc2)Cc2ccccc2)cc1 (stereo not given)
  -7.6*, -1.8, -1.6
> CCC(CC)NC(=O)/C=C/c1ccccc1Cl
  i, -1.2, 0.1
> c1ccc(CN2CCN(c3cnc4ccccc4n3)CC2)cc1
  i, -0.02, 0.5
> COC(=O)Cc1[nH]n(-c2nc3ccccc3s2)c(=O)c1C(C)=O
  i, -0.02, 5.3
> O=C(N/N=C\c1ccccc1OCc1ccccc1)c1ccco1
  i, 0.36, 0.6
> CN(C(=O)CSc1nnc(-c2cccc(F)c2)n1N)C1CCS(=O)(=O)C1 (stereo not given)
  i, -1.1, -0.1
> CN(C)c1ccc(C(=O)N2CCCC(CCC(=O)N3CCN(c4ccccn4)CC3)C2)cc1 (stereo not given)
  i, 3.3, 0.2
> O=P(c1ccccc1)(c1ccccc1)c1cc(Br)cc(Br)c1OCCO
  i, -1.3, 1.1
> CCOc1ccc(NC(=O)CSc2nc(=O)n(Cc3ccccn3)c3c2CCC3)cc1
  i, -0.52, -1.0
> CCN(CC)c1ccc(/C=C(\C#N)c2ccccn2)cc1
  i, -3.6, -0.5
> O=c1[nH]c(CSc2nc3ccccc3s2)nc2cc(Cl)ccc12
  i, 1.9, -1.6
> Cc1ccc(S(=O)(=O)NCCc2nnc(SCc3cccnc3)n2C)cc1
  i, -0.75, -0.2
> COc1ccc(-c2nc3cc(C)ccn3c2NCc2ccc3c(c2)OCO3)cc1
  i, -1.4, -0.1
> CCOc1cc(/C=N/n2cnnc2)ccc1OC(=O)c1cccc([N+](=O)[O-])c1
  i, -0.28, -0.2
> Cc1nc(SCC(=O)NCCc2ccccc2)c2oc3ccccc3c2n1
  i, -0.45, -1.6
> CCOc1ccc(Br)cc1S(=O)(=O)Nc1ccc(NC(=O)c2ccccc2C)cc1
  i, -0.63, -0.8
> O=C(Nc1ccnn1C1CCN(Cc2ccccc2OCCO)CC1)c1cccc(F)c1
  i, 0, 0.0
> CC(=O)Nc1ccc(NC(=S)NC(=O)/C=C/c2ccc(Cl)cc2)cc1
  i, -1.9, -0.4
> Cc1ccc(O)c(NC2=C(Cl)C(=O)N(Cc3ccccc3)C2=O)c1
  i, -0.02, ·
> CCOc1ccc(C(=O)NCC(=O)NNC(=O)CN(C)S(=O)(=O)c2ccc(Cl)cc2)cc1
  i, -0.54, -0.8
> COc1ccccc1CCNC(=O)C(=O)NCC1OCCN1C(=O)c1ccc(Cl)cc1 (stereo not given)
  i, 0.84, -2.3
> Cc1ccc(-n2nc(C)c(Sc3ccccc3[N+](=O)[O-])c2N)cc1
  i, -0.02, -0.7
> CC(C)Cc1nc(Cl)c(C#N)c2c1CCC2
  i, -0.19, -1.3
> CCCn1c(=O)c2ccccc2n2c(SCCOc3ccc(Cl)cc3)nnc12
  i, -1.4, -2.5
> CCOC(=O)c1ccc(N2CCN(c3ccc(F)cc3)CC2)c(NC(=O)Nc2cccc(OC)c2)c1
  i, -0.83, -2.1
> COc1ccc(N(CCN2C(=O)c3ccccc3C2=O)C(=O)c2cccc([N+](=O)[O-])c2)cc1
  i, -0.7, -0.6
> O=C(CN(C(=O)c1csnn1)c1cccc(F)c1)NCc1ccc(F)cc1
  i, 0.34, -4.6
> O=C(N/N=C/c1cccnc1)c1ccc(NC(=O)c2ccc(Cl)cc2)cc1
  i, -1.3, -0.8
> Cc1ccc(OCc2nc(-c3ccc(-n4cccc4)cc3)no2)cc1C
  i, 1.6, 0.3
> CCNC(=S)N/N=C/c1cn(Cc2ccccc2F)c2ccccc12
  i, 0, -0.4
> CC1CCCN(C(=O)C2COc3ccccc3O2)C1 (stereo not given)
  i, -0.03, -0.9
> COc1ccc(-c2cc(C(=O)NCc3cccnc3)no2)cc1
  i, 1.2, 4.8
> CO/N=C(\C)c1ncc(C(F)(F)F)cc1N1CCOCC1
  i, -0.48, -1.0
> Cc1nc(C)c(-c2csc(Nc3ccc(C(=O)O)c(O)c3)n2)s1
  i, -1.2, 0.6
> CCOc1cc(C2C(C#N)=C(N)SC(N)=C2C#N)ccc1OCCN1CCOCC1
  i, -1.3, 3.1
> COc1cc(CNCc2cccnc2)ccc1OCC(=O)NC(C)(C)C
  i, 0.11, -0.3
> Cc1cc2cc(CNC(=O)Cc3ccc([N+](=O)[O-])cc3)ccc2[nH]1
  i, 1.7, -1.1
> N#C/C(=C\c1ccc(-c2cccc([N+](=O)[O-])c2)o1)c1nnc(N2CCOCC2)n1-c1ccccc1
  i, 2.7, 0.0
> N#Cc1cnn2c(-c3cccc(C(F)(F)F)c3)ccnc12
  i, 2, -2.5

# Reprinted from the part before: 3 entries, followed by the next part.
# Fields – KCNQ2 block, Kir21 block, STK33 kinase inh
> Cc1cc2cc(CNC(=O)Cc3ccc([N+](=O)[O-])cc3)ccc2[nH]1
  i, 1.7, -1.1
> N#C/C(=C\c1ccc(-c2cccc([N+](=O)[O-])c2)o1)c1nnc(N2CCOCC2)n1-c1ccccc1
  i, 2.7, 0.0
> N#Cc1cnn2c(-c3cccc(C(F)(F)F)c3)ccnc12
  i, 2, -2.5
> CC(C)c1cccc(C(C)C)c1NC(=O)CN1CCCC1
  i, -1.8, -1.1
> CCn1cc(CNC(=O)c2ccc(C)s2)cn1
  i, -1.2, 1.1
> CC1CCCC(C)N1C(=O)CSc1nc2ncnc(N)c2[nH]1 (stereo not given)
  i, 0.28, 0.8
> Nc1nc(N)c2sc3nc(C(F)(F)F)cc(C(F)(F)F)c3c2n1
  i, -2.3, 6.0
> CC(C)(C)NC(=O)CN(C(=O)c1snc(C(=O)NC2CCCCC2)c1N)c1ccc(F)cc1
  i, -0.51, -0.2
> CCN1CCN(Cc2cc(=O)oc3ccc(C)cc23)CC1
  i, -0.61, -0.6
> CCOCCCN(C(=O)Cn1nnc(-c2ccc(C)o2)n1)C(C(=O)NCC1CCCO1)c1ccc(F)cc1 (stereo not given)
  i, 0.34, 0.3
> CCOC(=O)C1(CC2CCCCO2)CCN(S(=O)(=O)c2cc(C)cs2)CC1 (stereo not given)
  i, 0.39, -0.5
> Nc1nc(-c2ccco2)nn1C(=O)c1ccc(Cl)cc1
  i, -1.2, -0.5
> O=C(CCCCl)Nc1nc(-c2ccc3c(c2)OCCO3)cs1
  i, 0.01, 0.6
> Cc1cc(C)cc(CC(Cc2nc3ccccc3[nH]2)c2nc3ccccc3[nH]2)c1 (stereo not given)
  i, -0.61, 2.7
> FC(F)(F)c1ccccc1NC(=S)N1CCN(c2ncccn2)CC1
  i, 1.8, -1.3
> COc1cc(NC(=O)CCS(=O)(=O)c2ccc3c(c2)n(C)c(=O)c(=O)n3C)cc(OC)c1
  i, 1.1, -0.3
> O=C(c1ccnc(Cl)c1)N1CCCC(Nc2ccc(F)cc2)C1 (stereo not given)
  i, 1.6, -1.6
> CCC(C)NC(=O)c1ccc(CSCc2ccc(Cl)cc2)o1 (stereo not given)
  i, -0.1, -1.2
> Cc1c(CCC(=O)O)c(=O)oc2cc3occ(-c4ccccc4)c3cc12
  i, 1.3, 0.9
> Cc1ccc[n+](CC(=O)Nc2ccc([N+](=O)[O-])cc2Cl)c1
  i, 0.74, 0.1
> CCNC(=O)NC(=O)C(C)OC(=O)CCCSc1nc2ccccc2s1 (stereo not given)
  i, 1.3, -0.7
> Cc1cccc(Cn2cnc3c(N)c(C)c(C)cc32)c1
  i, -0.84, 1.3
> Cc1ccccc1NC(=O)Cc1nc(COC(=O)COc2cccc(C)c2C)cs1
  i, 1.5, -2.8
> CCCc1[nH]n(-c2ccc(F)cc2)c(=O)c1C=Nc1cccc(F)c1
  i, 0.71, -2.3
> COc1cccc(-c2cc3c(-n4cccc4)ncnc3o2)c1
  i, -1.2, 1.0
> O=[N+]([O-])c1cc(-c2nnc(Nc3ccccc3)c3ccccc23)ccc1N1CCOCC1
  i, 1, -0.3
> O=C(c1cccs1)c1c[nH]cc1-c1ccccc1
  i, 2.2, -0.3
> O=C(Cn1cc(C(=O)c2ccco2)c2ccccc21)NC1CCCCC1
  i, 0.46, 0.1
> COc1ccc(C(=O)Oc2ccc3ccc(=O)oc3c2)cc1OC
  i, -0.68, 0.0
> O=C(O)c1cc(=O)n(Cc2ccccc2)c(=O)[nH]1
  i, -1.2, -0.9
> CCOc1cc2[nH]c(=O)n(CCCC(=O)NCc3ccc(OC)cc3)c(=O)c2cc1OCC
  i, -0.12, 1.2
> CCc1ccc(NC(=O)Cn2nc(C(=O)O)c3ccccc3c2=O)cc1
  i, -1.4, 0.1
> CCc1noc(C)c1C(=O)OCC(=O)NC(=O)c1ccccc1OC
  i, -0.4, -1.9
> COc1ccc(S(=O)(=O)N2CCOC2CNC(=O)C(=O)NCCc2ccccc2)cc1C (stereo not given)
  i, 1, 0.4
> C(=N\Nc1ccccn1)/c1c[nH]c2ccccc12
  i, -0.27, 0.1
> Cc1ccc(-c2cc(C(=O)Nc3ccccc3C(N)=O)c3ccccc3n2)o1
  i, 0.11, -1.0
> COc1cccc(NC(=O)C(OC(=O)/C=C/c2ccc3c(c2)OCO3)c2ccccc2)c1 (stereo not given)
  i, 0.28, 0.8
> NC(=O)c1ccccc1NC(=O)CCCc1ccccc1
  i, -0.89, -1.9
> CC(=O)/C(=N/Nc1ccc(C)cc1)Sc1nnc(CCc2ccccc2)n1-c1ccccc1
  i, 0.69, 0.6
> CC(O)[C@@H](C(=O)N1CCNCC1)n1cc(CCCCN)nn1 (stereo not given in full)
  i, -0.88, -0.7
> O=C(CN(C(=O)CNS(=O)(=O)c1ccccc1)c1ccc2c(c1)OCCO2)NCc1ccco1
  i, 1.9, -1.1
> CC1Cc2ccccc2N1C(=O)COC(=O)Cc1ccc(F)cc1 (stereo not given)
  i, -1.1, -1.8
> Cn1c(S(=O)(=O)O)nc2ccccc21
  i, 0.48, -0.7
> COc1ccc(C(=O)N2CCCC(c3ccccc3)=N2)cc1
  i, 0, -0.4
> O=C1CSc2ccccc2N1Cc1ccc(F)cc1
  i, -0.68, -1.1
> CCNC(=O)C1CC(=O)N(Cc2ccc(F)cc2)C(=Nc2ccc(OC)cc2)S1 (stereo not given)
  i, 0.05, -0.2
> COc1ccc(-c2nnc(SCc3nnc(-c4ccccc4)o3)n2C)cc1OC
  i, -0.08, -1.9
> COC(C[C@@H](O)CC(=O)[C@@H](C)OCc1ccccc1)OC
  i, 0.91, ·
> c1ccc(CCn2nnnc2C(c2cccnc2)N2CCOCC2)cc1 (stereo not given)
  i, 1.4, -1.7
> CCCN(CCC)C(=O)COc1cc(=O)n(CC)c2ccccc12
  i, 0.03, 1.6
> COc1cc(-c2nc3ccccn3c2/N=C/c2cccc(F)c2)ccc1O
  i, -0.71, 0.8
> Cn1c(Cc2cccs2)nnc1SCC(=O)Nc1ccc(C(N)=O)cc1
  i, 1.4, 0.5
> CSc1cc(-c2ccc(Cl)cc2)c(C(=O)NC(C)C)s1
  i, -1.7, 0.3
> COC(=O)CC1(C(=O)OC)Oc2ccc(Br)cc2C(=O)N1c1cc(Cl)cc(Cl)c1 (stereo not given)
  i, -0.6, -1.8
